L3MBTL1 inh = inhibitors of human L3MBTL1; AlphaScreen L3MBTL1–H3K9me1 peptide binding; Potency, µM (series often up to 57.1 µM), without a hit: top-dose activity, negative = inhibition, usual class: inhibitors; 230,000 compounds, 0.66% hits; active = well fitted inhibition curve with a large enough effect; note: nearly all actives have a fitted effect of over 60% in size
Target sequence (Q9Y468 whole entry, looked up): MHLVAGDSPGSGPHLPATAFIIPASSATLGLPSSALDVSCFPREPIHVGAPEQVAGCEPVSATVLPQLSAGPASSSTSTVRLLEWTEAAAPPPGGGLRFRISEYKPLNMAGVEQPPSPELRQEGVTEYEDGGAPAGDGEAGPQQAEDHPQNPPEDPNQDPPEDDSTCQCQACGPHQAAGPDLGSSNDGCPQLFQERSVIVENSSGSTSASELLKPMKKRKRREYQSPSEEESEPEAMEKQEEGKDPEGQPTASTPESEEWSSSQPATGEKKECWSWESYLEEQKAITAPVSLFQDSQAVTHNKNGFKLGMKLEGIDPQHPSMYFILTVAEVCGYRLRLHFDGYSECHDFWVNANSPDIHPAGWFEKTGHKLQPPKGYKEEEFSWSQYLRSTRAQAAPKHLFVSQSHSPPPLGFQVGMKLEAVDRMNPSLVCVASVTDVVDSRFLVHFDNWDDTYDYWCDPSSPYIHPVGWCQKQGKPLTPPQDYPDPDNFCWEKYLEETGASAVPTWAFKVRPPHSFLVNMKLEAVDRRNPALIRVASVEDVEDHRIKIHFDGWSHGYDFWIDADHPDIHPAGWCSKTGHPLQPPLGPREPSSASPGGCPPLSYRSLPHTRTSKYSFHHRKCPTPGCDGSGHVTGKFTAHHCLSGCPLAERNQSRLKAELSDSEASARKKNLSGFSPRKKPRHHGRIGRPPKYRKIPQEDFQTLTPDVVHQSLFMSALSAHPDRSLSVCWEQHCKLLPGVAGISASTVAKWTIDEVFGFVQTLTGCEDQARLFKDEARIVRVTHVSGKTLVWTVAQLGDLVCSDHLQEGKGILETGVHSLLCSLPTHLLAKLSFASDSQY
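First, the protein-peptide complex forms for 30 min at room temperature (L3MBTL1 50 nM, biotinylated H3K9me1 peptide 75 nM). Next, compounds are pin-transferred and incubated 30 min. Finally, AlphaScreen beads are added and read after 30 min.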
* = called active by the depositor; [ ] = remark or other dose. % is set by controls: 0 for no effect and ±100 for the full control effect; potency is the fitted concentration of half-maximal effect.

Start of the listing, in advance (two entries):
SMILES	L3MBTL1 inh
COc1cc(C(=O)OCc2cc(=O)n3ccsc3n2)ccc1OC(C)C	-13.3%
COc1ccc(CNCc2ccncc2)cc1OC	2.8%

Main list, from the first entry:
SMILES	L3MBTL1 inh
COc1cc(C(=O)OCc2cc(=O)n3ccsc3n2)ccc1OC(C)C	-13.3%
COc1ccc(CNCc2ccncc2)cc1OC	2.8%
COc1cc(NC(=O)c2ccccc2)c(OC)cc1NC(=O)Cc1ccc(Br)cc1	-1.2%[2.29 µM]
O=C(COC(=O)c1cnccn1)c1ccc(-c2ccccc2)cc1	-3.2%
Cc1ccc(S(=O)(=O)N2CCCN(C(C)c3nc4ccccc4c(=O)[nH]3)CC2)cc1 (centres undefined)	-3.5%
CCN1C(=O)[C@H]2[C@@H](c3ccc(-c4ccc(OC)cc4)cc3)N3CCC[C@@]3(C(=O)OC)[C@H]2C1=O	-6.3%
COCCCNC(=O)C[C@H]1C[C@H](C(=O)N2CCOCC2)[C@@]2(CCC3CCCC3)c3[nH]c4cc(CCC(=O)N(C)C)ccc4c3CCN2C1=O	-0.4%
COC(=O)c1ccc(NS(=O)(=O)c2ccc(S(=O)(=O)N3CCOCC3)cc2)cc1	2.0%
CCCN(C(=O)c1ccc(N2CCCC2=O)cc1)C1CCS(=O)(=O)C1 (centres undefined)	4.2%
COc1cc(CN2CCCC(CO)(Cc3ccccc3)C2)ccc1O (centres undefined)	-0.1%
Cc1cccc(NC(=O)c2ccc(S(=O)(=O)NCc3ccco3)cc2)n1	-3.5%
Cn1c(=O)[nH]c(=O)c2c1nc(N1CCCCC1)n2CC(O)COc1ccc([N+](=O)[O-])cc1 (centres undefined)	0.2%
O=C(O)c1cc([N+](=O)[O-])ccc1NCc1ccccn1	-0.7%
O=C1CCCN1C(=O)CSc1nnnn1-c1ccccc1	4.8%
Cc1cccc(NC(=O)C2CCCN(S(=O)(=O)c3ccc4[nH]c(=O)ccc4c3)C2)c1 (centres undefined)	1.9%
Cc1ccc(NS(=O)(=O)c2cn(C)c(=O)n(C)c2=O)c(C)c1	45.7%[activator]
COc1cccc(CNC(=O)[C@@H](C)N2C(=O)N3CCc4c([nH]c5ccc(OC)cc45)C3(C)C2=O)c1 (some centres undefined)	-6.7%
COc1ccc([C@H]2CC(=O)C=C(c3ccc(F)nc3)C2)cc1OC	-0.2%
COc1ccc(C(=O)NCc2nnc(SCC(=O)c3ccc(F)cc3)n2C)cc1OC	0.4%
CCOc1ccc(NC(=O)c2ccc(NC(=O)c3ccc(NC(N)=O)cc3)cc2)cc1	-24.2%
CCOc1ccccc1NC(=O)C1CCCN(S(=O)(=O)c2ccc3c(c2)C(C)(C)C(=O)N3C)C1 (centres undefined)	-2.5%
COc1ccc(NC(=O)CN(C)C(=O)/C=C/c2cn(Cc3ccccc3)nc2-c2cccnc2)cc1	-13.0%
O=C(COc1ccccc1[N+](=O)[O-])N(C1CCCCC1)C1CCS(=O)(=O)C1 (centres undefined)	5.0%
Cc1cc(N)ccc1-c1cc2ccccc2oc1=O	7.5%[2.29 µM]
CCCCCN(C(=O)CCC(=O)OCc1cccc(F)c1)c1c(N)n(CCCC)c(=O)[nH]c1=O	4.5%
O=C1Cc2cc(S(=O)(=O)NCc3ccc(F)cc3)ccc2N1	-2.3%
CC(C)C[C@@]12C(=O)N(c3cccc(Cl)c3)C(=O)N1[C@H](c1ccc(Br)cc1)[C@@H]1C(=O)N(C(C)(C)C)C(=O)[C@@H]12	0.2%
Cc1ccc(S(=O)(=O)N2[C@@H](c3ccc(F)cc3)C(C(=O)O)=CC[C@H]2c2cccc(C)c2)cc1	1.2%
CC(C)C[C@@H](CO)N(Cc1ccccc1)S(=O)(=O)N(Cc1ccccc1)[C@H](CO)CC(C)C	-8.9%
COc1ccc(CN(C)C(=O)c2ccc(NC(=O)CC3SC(N4CCCC4)=NC3=O)cc2)c(OC)c1 (centres undefined)	1.0%
O=C(COC(=O)c1cc2ccccc2oc1=O)Nc1cccc(Br)c1	7.6%
CN(C)C(CNC(=O)c1cc(S(=O)(=O)N2CCOCC2)ccc1F)c1cccs1 (centres undefined)	7.7%
CCn1c(NCc2cc(OC)c(OC)c(OC)c2)nc2ccccc21	-0.5%
O=C(c1ccc2ncsc2c1)N1CCCC(C(F)(F)F)C1 (centres undefined)	5.3%
C[C@@H](O)CC#Cc1ccc2oc(=O)c(-n3cc(-c4ccsc4)nn3)cc2c1	6.1%
COc1ccc(C(=O)NCc2ccccc2CN2CCCC2)cc1S(=O)(=O)N1CCOCC1	1.6%
N#CCC(=O)Nc1ccc(C(=O)Nc2ccc3c(c2)OCO3)cc1	-6.1%
Cc1cc(S(=O)(=O)Nc2ccc(C(=O)NCC3(N(C)C)CCCCC3)cc2)ccc1F	5.2%
N#Cc1cnn2c(C(F)(F)F)cc(-c3ccccc3)nc12	-2.9%
CCN(CC1COc2ccccc2O1)C(=O)CN1C(=O)NC(C)(c2ccccc2)C1=O (centres undefined)	-0.6%
Cc1ccc(S(=O)(=O)N2[C@@H](c3ccc(F)cc3)C(C(=O)O)=CC[C@H]2c2ccc3c(c2)OCO3)cc1	6.0%
O=C(NCCC1CCCCN1S(=O)(=O)c1ccc(Cl)cc1)C(=O)NCc1ccco1 (centres undefined)	-13.7%
O=C(Cc1ccc(S(=O)(=O)N2CCOCC2)s1)NCCc1ccc(F)cc1	17.0%
CCOc1ccc(CCNS(=O)(=O)c2cc3c(cc2C)NC(=O)CO3)cc1OCC	7.9%
C#CCOCCOCCOCCNc1nc(N2CCN(C(=O)CCCCCCCCCCNC(=O)Cn3cc(CCCCCN)nn3)CC2)nc(N2CCN(C(=O)CCCCCCCCCCNC(=O)[C@H](CO)n3cc(CCCSC)nn3)CC2)n1	-1.7%
COc1ccccc1NS(=O)(=O)c1cccc(NC(=O)c2cncc(Br)c2)c1	-6.8%
COc1ccc(C(CNC(=O)c2cccc(S(=O)(=O)Nc3ccccc3OC)c2)N2CCOCC2)cc1 (centres undefined)	4.5%
CN(Cc1ccccc1)S(=O)(=O)c1ccc(Cl)c(C(=O)NCCCN2CCOCC2)c1	4.2%
C[C@@H]1CN([C@H](C)CO)C(=O)Cc2cc(NC(=O)Nc3ccccc3)ccc2O[C@@H]1CN(C)C(=O)Nc1ccc2c(c1)OCO2	-3.7%
COC(=O)C1(C)NC(c2cccc(C)c2)C2C(=O)N(c3ccc(F)cc3)C(=O)C21 (centres undefined)	1.9%
COc1cc(CN2CCCC(C)C2)ccc1OCc1ccccc1 (centres undefined)	2.1%
CC1CC(=NNC(=O)C2COc3ccccc3O2)CC(C)(C)C1 (centres undefined)	3.2%
O=c1c2ccccc2ncn1-c1cccc(Br)c1	-4.0%
O=C(c1cc2cc(Cl)ccc2[nH]1)N1CCN(c2ccccc2F)CC1	3.1%
Cc1ccc(S(=O)(=O)N2CCN(CCOc3c(Cl)cccc3Cl)CC2)cc1C	3.4%
Cn1cnc(C(=O)NCc2ccc(CNC(=O)OC(C)(C)C)cc2)c1C(=O)NCc1ccc(CNC(=O)OC(C)(C)C)cc1	-3.3%
O=C(NCCc1ccc(Cl)cc1Cl)C1=CC=CN2CCS(=O)(=O)N=C12	2.6%
CCCOc1ccccc1OCC(=O)Nc1ccc(S(=O)(=O)N2CCCCC2)cc1	6.7%
O=C(Nc1ccc(F)c(Cl)c1)c1ccc2c(c1)OCO2	1.3%
O=C(CN1C(=O)C2CC=CCC2C1=O)Nc1nnc(C2CC2)s1 (centres undefined)	3.0%

Grouped by structure: those above with an aryl thioether with sulfur outside any ring
SMILES	L3MBTL1 inh
O=C1CCCN1C(=O)CSc1nnnn1-c1ccccc1	4.8%
COc1ccc(C(=O)NCc2nnc(SCC(=O)c3ccc(F)cc3)n2C)cc1OC	0.4%

Additional compounds follow.
SMILES	L3MBTL1 inh
C=C1CCN(c2ccc(C(=O)NCc3ccc(C)cc3)cc2[N+](=O)[O-])CC1	-19.9%
NC(=O)CCn1c(C(=O)c2ccc(Cl)cc2)c2ccccc2[n+]1[O-]	0.7%
O=C(NCCS(=O)(=O)N1CCN(c2ccccc2)CC1)c1ccco1	3.4%
COc1ccc(OC)c(C(=O)N(C)C2CCCN(Cc3ccccc3F)C2)c1 (centres undefined)	9.4%
Cn1cc(S(=O)(=O)N2CCc3ccccc32)cc1C(=O)NC1CCCCC1	-8.7%
C[C@H](CO)N1C[C@H](C)[C@@H](CN(C)Cc2ccccc2)Oc2c(NS(=O)(=O)c3ccc(F)cc3)cccc2C1=O	0.3%
CC(NC(=O)c1ccccc1)c1nnc(SCC(=O)Nc2nnc(C3CC3)s2)n1C (centres undefined)	-2.8%
Cc1cc2nc3n(c2cc1C)CCCN3	-3.8%
COc1ccc(CN2C(=O)COc3ccccc32)cc1	58.7%[activator]
COc1ccc(-c2c(C)nn(-c3ccccc3)c2NC(C)=O)cc1OC	13.7%
Cc1ccc(C)c(NC(=O)C2CC3CCC2C3)c1 (centres undefined)	6.3%
COc1cc(C(=O)Nc2scc(-c3ccc(C)cc3)c2C(=O)O)cc(OC)c1OC	31.1%[activator][2.29 µM]
CC[C@]12c3[nH]c4cc(-c5ccco5)ccc4c3CCN1C(=O)[C@@H](CC(=O)NCCN1CCOCC1)C[C@@H]2C(=O)N1CCN(C(=O)c2ccco2)CC1	-7.0%
CCC(=O)N1N=C(c2cccs2)CC1c1ccc(OC)cc1 (centres undefined)	-2.1%
C=CC[C@H](CC(=O)NCCO)C(=O)N[C@H](COC(=O)[C@@H](CC=C)CC(=O)OC(C)(C)C)Cc1c[nH]c2ccccc12	-5.8%

A second format for three compounds above.
mol,L3MBTL1 inh
Cc1ccc(S(=O)(=O)N2CCN(CCOc3c(Cl)cccc3Cl)CC2)cc1C,3.4%
Cn1cnc(C(=O)NCc2ccc(CNC(=O)OC(C)(C)C)cc2)c1C(=O)NCc1ccc(CNC(=O)OC(C)(C)C)cc1,-3.3%
O=C(NCCc1ccc(Cl)cc1Cl)C1=CC=CN2CCS(=O)(=O)N=C12,2.6%

Some of these compounds in order of number of heavy atoms, high to low:
SMILES	L3MBTL1 inh
COc1ccc(-c2c(C)nn(-c3ccccc3)c2NC(C)=O)cc1OC	13.7%
CCC(=O)N1N=C(c2cccs2)CC1c1ccc(OC)cc1 (centres undefined)	-2.1%
Cc1cc2nc3n(c2cc1C)CCCN3	-3.8%

The list goes on.
SMILES	L3MBTL1 inh
Cc1cccc(NC(=O)c2nc[nH]c2C(=O)N2CCC(C)CC2)c1	-6.3%
Cc1occc1-c1nnc(SCC(=O)NC2(C#N)CCCC2)n1C	-3.0%
CCn1c(N2CCN(S(=O)(=O)c3ccc(OC)cc3)CC2)nc2ccccc21	-3.9%
CC(C)c1ccc(NC(=O)c2cccc(NC3=NC4CS(=O)(=O)CC4S3)c2)cc1 (centres undefined)	3.0%
COC(=O)[C@@]1(C)[C@H]2C(=O)N(C)C(=O)[C@H]2[C@H]2CN=C(SCc3ccccc3)N21	5.1%
CC(C)C[C@H]1CN=C(Nc2ccccc2)N1CCCCc1ccccc1	0.9%
CCOC(=O)CSc1nc2sc3c(c2c(=O)n1-c1ccccc1)CCN(C)C3	-2.7%
CC[C@]12c3[nH]c4ccc(OC)cc4c3CCN1C(=O)C(CC(=O)NCCCOC)C[C@@H]2C(=O)N1CCN(C(=O)C2CC2)CC1 (some centres undefined)	1.7%
O=C(COC(=O)C1CCN(c2ccc(C(F)(F)F)cn2)CC1)NCCc1ccccc1	13.1%
O=C(Nc1cccc(Br)c1)c1ccc2c(c1)SC1=NS(=O)(=O)CCN12	8.0%
CCOC(=O)C1=CN(Cc2cccc(-c3ccc(Cl)nc3)c2)S(=O)(=O)N(C)C1C (centres undefined)	6.8%
COc1ccc(NC(=O)C(=O)NCC2CCCN2S(=O)(=O)c2ccc(C)cc2)cc1 (centres undefined)	-0.6%
C#CCOCCOCCOCCNc1nc(N2CCN(C(=O)[C@H]([C@@H](C)CC)n3cc([C@@H](N)CO)nn3)CC2)nc(N2CCN(C(=O)[C@H](CCCCN)n3cc([C@@H](N)CO)nn3)CC2)n1	-3.9%
Cc1csc2nc(O)c(C(=O)NCCCN3CCCC3=O)c(=O)n12	7.5%
CC(C)(C)OC(=O)C[C@@H]1C/C=C\C[C@H](CC(=O)NCCO)C(=O)N[C@H](Cc2ccccc2)COC1=O	-8.6%
COc1ccc(CCNC(=O)c2ccc3nc(N4CCCCC4)sc3c2)cc1OC	-5.7%
Cc1ccc(NC(=O)COC(=O)C2CCC2)cc1S(=O)(=O)N1CCCCC1	1.4%
CCN(CCS(=O)(=O)c1ccc(Br)cc1)Cc1nc2ccccc2c(=O)[nH]1	12.6%
CCC1CCc2sc(C(=O)N(C)CC(=O)Nc3cccc(OC)c3)cc2C1 (centres undefined)	-1.4%
Cc1ccccc1CN(C)C1CCN(C)CC1	-6.9%
CCn1cc(C(=O)NCc2ccc(OC)cc2)c(=O)c2ccc(C)nc21	-3.6%[2.29 µM]
CC(C)CCN1CCN=C1N(C)C	3.7%
Oc1ccc(Cl)cc1CNCc1ccc(Cl)nc1	6.2%
CC(C)(CNS(=O)(=O)c1ccc2ccccc2c1)N1CCOCC1	4.2%
Cc1ccc2c(c1)N(CC(=O)N1CCCC1)C(=O)C(C)O2 (centres undefined)	-0.5%
CC(C)(C)n1ncc2c(=O)n(Cc3cccc(Cn4cnc5c(cnn5C(C)(C)C)c4=O)c3F)cnc21	-2.1%
Cc1nc2ccccc2n1Cc1ccccc1Br	-6.9%
COc1ccccc1-c1oc2ccccc2c1C#CC1(O)CCCCC1	5.1%

Compound activity as filed in PubChem BioAssay.

The list is partial, so the mix of outcomes need not match the whole.
